FadD28 FP inh: inhibitors of FadD28 bisubstrate probe binding, primary screen, biochemical, fluorescence polarization, single point; inhibition, % at 12.5 µM; AID 588549, 2011; Mycobacterium tuberculosis FadD28 fatty-acid-AMP ligase; 360,000 compounds, 0.22% hits; in the data active = inhibition above about 8.5%, passing the limit was not always enough; inconclusive = no clear call, values can overlap the other calls
GDH-TPI counter: GDH-TPI coupling enzyme inhibitors, primary screen, artefact control for M. tuberculosis FBA inhibitor project, biochemical, absorbance, full deck | GDH-TPI coupled enzyme counterscreen, NADH absorbance | inhibition, % at 4.8 µM | 360,000 compounds, 1.2% hits | AID 588335, 2011;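 also: 0% = DMSO wells and 100% = wells lacking the enzyme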
BoNT F protease: BoNT/F light chain protease inhibitors, primary screen, biochemical, flow cytometry, MLPCN library; Multiplex microsphere protease cleavage assay; 360,000 compounds, 0.22% hits; Botulinum neurotoxin type F light chain protease (Clostridium botulinum); inhibition, % at 10 µM; in the data active = inhibition above about 35%, passing the limit was not always enough; inconclusive = no clear call, values can overlap the other calls; also: plate controls were buffer without enzyme for full effect and enzyme alone for no effect
Mtb BioA inh: M. tuberculosis BioA enzyme inhibitors, primary screen, biochemical, plate reader, single point, HTS | inhibition, % at 9.99 µM | purified M. tuberculosis BioA enzyme | AID 602481, 2012 | 7,8-diaminopelargonic acid synthase BioA (Mycobacterium tuberculosis) | 360,000 compounds, 0.096% hits; in the data active = inhibition above about 40%; inconclusive = no clear call, values can overlap the other calls
Rv3671c protease: Rv3671c serine protease inhibitors, primary screen, biochemical, fluorescence polarization, M. tuberculosis H37Rv; inhibition, % at 5.96 µM; 320,000 compounds, 0.048% hits; AID 2606, 2010; in the data active = inhibition above about 38%;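 also: extracellular domain of Rv3671c used as enzyme; 0% = enzyme with DMSO and 100% = no enzyme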
Target sequence (P9WHR9 whole entry, looked up, the tested form may be a part): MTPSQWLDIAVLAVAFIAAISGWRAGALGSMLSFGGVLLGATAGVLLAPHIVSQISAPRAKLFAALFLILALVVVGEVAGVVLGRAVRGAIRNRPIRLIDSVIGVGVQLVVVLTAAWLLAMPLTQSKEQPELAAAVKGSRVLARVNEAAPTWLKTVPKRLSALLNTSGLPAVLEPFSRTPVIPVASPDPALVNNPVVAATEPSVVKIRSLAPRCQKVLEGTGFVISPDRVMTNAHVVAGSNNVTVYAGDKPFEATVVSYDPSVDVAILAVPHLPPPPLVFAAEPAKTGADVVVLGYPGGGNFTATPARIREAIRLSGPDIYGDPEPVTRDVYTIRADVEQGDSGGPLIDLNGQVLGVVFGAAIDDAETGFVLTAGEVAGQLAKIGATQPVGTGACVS
CCHFV vOTU inh: CCHFV vOTU protease inhibitors, primary screen, biochemical, Pep-AMC substrate, fluorescence. Crimean-Congo hemorrhagic fever virus L polyprotein viral ovarian tumor (vOTU) protease …. inhibition, % at 11.5 µM. 370,000 compounds, 0.55% hits. AID 651958, 2012; also: 0% = vehicle wells with enzyme and 100% = no enzyme wells
MazEF act: activators of E. coli MazEF toxin-antitoxin RNase, primary screen, biochemical, fluorescence, uHTS; activation, % at 20 µM; FAM/BHQ RNA-DNA oligo cleavage fluorescence, 5 h; 350,000 compounds, 0.32% hits; Endoribonuclease toxin MazF (Escherichia coli (strain K12)), P0AE70; AID 504720, 2011; in the data active = activation above about 50%
Target sequence (P0AE70 whole entry, looked up): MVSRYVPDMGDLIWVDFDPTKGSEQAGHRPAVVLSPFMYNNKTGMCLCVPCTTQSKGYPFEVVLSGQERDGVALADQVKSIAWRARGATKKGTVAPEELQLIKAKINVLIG
FBA Mtb inh: Mtb FBA enzyme inhibitors, primary screen, biochemical, fluorescence, strain H37Rv | Fructose-bisphosphate aldolase (Mycobacterium tuberculosis (strain ATCC 25618 / H37Rv)), … | purified M. tuberculosis FBA, fluorescence read-out | inhibition, % at 1 µM | 360,000 compounds, 2.3% hits | AID 588726, 2011; in the data active = inhibition above about 27%;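 also: 0% = vehicle and 100% = reference inhibitor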
Target sequence (P9WQA3 whole entry, looked up): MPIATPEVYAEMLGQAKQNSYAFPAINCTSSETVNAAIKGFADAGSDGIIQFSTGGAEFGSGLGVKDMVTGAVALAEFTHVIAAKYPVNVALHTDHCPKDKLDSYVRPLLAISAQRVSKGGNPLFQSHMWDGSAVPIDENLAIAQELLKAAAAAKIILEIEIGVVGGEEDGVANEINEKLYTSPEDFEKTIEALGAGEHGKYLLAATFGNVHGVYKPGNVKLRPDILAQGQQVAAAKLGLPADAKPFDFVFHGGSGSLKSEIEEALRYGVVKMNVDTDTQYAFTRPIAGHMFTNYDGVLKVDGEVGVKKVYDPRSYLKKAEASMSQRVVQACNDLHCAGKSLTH
UGM FP inh: M. tuberculosis UGM enzyme inhibitors, primary screen, biochemical, fluorescence polarization, single point | AID 504406, 2011 | 320,000 compounds, 0.06% hits | UDP-galactopyranose mutase (Mycobacterium tuberculosis (strain ATCC 25618 / H37Rv)), … | inhibition, % at 10 µM | purified UGM, fluorescence polarization probe displacement; in the data active = inhibition above about 10%, passing the limit was not always enough; inconclusive = no clear call, values can overlap the other calls
VHR inh abs: VHR1 phosphatase inhibitors, primary screen, biochemical, absorbance, uHTS | Dual specificity protein phosphatase 3 (Homo sapiens), P51452 | inhibition, % at 13.3 µM | 290,000 compounds, 0.52% hits | AID 1654, 2009 | recombinant VHR phosphatase, pNPP absorbance; in the data active = inhibition above about 50%; also: some compounds called inactive have numbers as strong as hits
Target sequence (P51452 whole entry, looked up): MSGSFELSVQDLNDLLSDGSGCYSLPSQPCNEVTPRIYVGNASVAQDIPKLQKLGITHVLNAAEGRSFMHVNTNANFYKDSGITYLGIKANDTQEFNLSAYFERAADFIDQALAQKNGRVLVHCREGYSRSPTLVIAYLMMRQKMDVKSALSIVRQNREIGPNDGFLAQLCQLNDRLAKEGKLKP
Numbers without * were called inactive; u = inconclusive; x = not tested or not shown. Rule as the data show it, unless noted: active = inhibition above about 30%; inactive = the rest. An unsorted share of the library, and some 4.9% of all compounds hit somewhere here.

SMILES	FadD28 FP inh	GDH-TPI counter	BoNT F protease	Mtb BioA inh	Rv3671c protease	CCHFV vOTU inh	MazEF act	FBA Mtb inh	UGM FP inh	VHR inh abs
O=C(c1ccco1)c1cn(CC(=O)N2CCCCCC2)c2ccccc12	-0.5	38*	-1	-0.4	9	3	3	-3	2.0	5
Cc1cc(C)c(C(O)c2ncc(-c3ccccc3F)[nH]2)c(C)c1 (configuration not stated)	-2.0	12	1	1.1	x	15	x	3	x	x
O=C(O)C1CC(O)CN1S(=O)(=O)c1cccs1 (configuration not stated)	-3.9	-6	-3	0.3	1	-4	9	0	-1.8	6
CC(C)[C@H](NC(N)=O)C(=O)NCCc1ccc(Cl)cc1Cl	-0.5	2	-8	x	-4	0	-35	7	4.3	22
Cc1[nH]c(C)c2c(=O)n(Cc3ccc(Cl)cc3)ncc12	-4.8	0	u	0.3	1	-2	10	-2	0.7	10
O=c1[nH]c(=O)n(Cc2ccccc2)c(O)c1/C=N/NCCO	-0.3	7	x	0.3	-31	12	-13	0	3.7	5
CC1(C)Cc2nc3sc4c(=O)n(CC(=O)NCc5ccco5)cnc4c3cc2CO1	-0.7	14	12	-0.4	-3	-3	5	2	-1.4	15
COc1ccccc1NC(=O)CN1CCN(CC(=O)Nc2ccc3c(c2)OCCO3)CC1	-4.0	3	-9	2.1	-1	-1	11	-3	3.0	12
CCN(c1cccc(C)c1)S(=O)(=O)c1ccc2[nH]c(=O)c(=O)[nH]c2c1	-6.0	15	-4	x	-9	x	0	3	3.3	-9
Cc1c(S(=O)(=O)N(C)C2CCCCC2)c(=O)n(C)c(=O)n1C	-2.5	-2	u	-1.2	-1	-1	4	-1	-1.7	x
COc1cc2c(cc1OC)C(c1ccccc1)N(C(=O)c1ccccc1F)CC2 (configuration not stated)	-1.9	6	-1	0.9	-1	15	6	-2	0.0	-2
O=S(=O)(c1ccc(F)cc1)c1nc(-c2ccco2)oc1NCCCn1ccnc1	-2.8	10	-2	3.3	x	-11	7	2	x	x
COc1ccc(-c2nnc(-c3ccc(F)cc3)o2)cc1	-0.8	7	11	x	-1	-9	-2	17	2.2	-9
Cc1cc(O)ccc1Nc1nc(-c2cccs2)cs1	-0.6	4	-8	x	7	16	3	3	3.7	16
C=CCNc1ccc(N2C(=O)CCCC2=O)cc1[N+](=O)[O-]	-2.7	-5	-7	-1.2	-8	-4	3	-4	2.3	x
COc1cc(C)c(NC(=O)C(=S)NCc2ccccc2)cc1C	-0.7	3	-2	x	-5	-2	-7	1	-2.0	-2
CCOC(=O)c1ccccc1NC(=O)CSc1nc2ccccc2o1	0.2	10	-7	-0.3	5	7	-7	3	-0.8	14
Cc1cnc(CN(C)C(=O)CC2C(=O)NCCN2CCCc2ccccc2)[nH]1 (configuration not stated)	-3.0	3	-14	2.0	4	-7	9	-1	1.4	2
COc1cc(OC)nc(NC(=O)CSc2nc3ccccc3[nH]2)n1	0.1	5	8	7.2	-1	-15	1	-2	1.5	11
COCCCN(C(=S)Nc1cc(C)cc(C)c1)C(C)c1ccncc1 (configuration not stated)	-1.8	7	-1	x	-3	-8	-3	0	3.2	-2
COc1ccc(C(O)(CCC(C)C)C(CN2CCOCC2)c2ccccc2)cc1 (configuration not stated)	-0.9	-5	-18	-2.6	x	24	2	-1	3.3	5
S=C(Nc1ccc(OCc2ccccc2)cc1)Nc1cccc(Cl)c1Cl	0.2	2	-7	-0.4	3	0	-1	-3	-1.4	5
CN(C)CC#CCOCCOCCC#N	-0.9	8	4	x	2	15	1	-1	-1.3	13
COc1ccc(CC(=O)N/N=C/c2sccc2C)cc1	-0.3	26	7	-0.4	2	-13	7	-1	0.2	4
O=C(N/N=C/c1cccc(O)c1)C(=O)N1CCCCCC1	x	-3	-2	-4.2	-12	26	0	1	3.7	12
COc1ccc(OC)c(CNC(=O)CCCn2ccc3cc(S(=O)(=O)N4CCCC4)ccc32)c1	-1.8	-1	-1	0.1	-12	3	0	0	0.0	-4
Cc1oc(-c2ccccc2)nc1CS(=O)CC(=O)O (configuration not stated)	-2.0	0	-6	-0.1	-6	13	1	0	-0.2	34
COC(=O)Cn1c(C)nc([N+](=O)[O-])c1Br	-2.7	1	-3	-0.7	2	10	2	2	-1.9	6
CCOC(=O)c1cc(C)nc(SC)c1C#N	-2.8	-6	4	x	1	5	6	2	-4.9	-14
CCOC(=O)c1ccccc1NC(=O)Cn1cnc2c(cnn2-c2ccc(F)cc2)c1=O	-2.7	2	9	-1.0	x	0	17	4	x	32
O=C(Nc1cc(Sc2nc3ccccc3s2)cc([N+](=O)[O-])c1)c1ccccc1	-8.0	0	-14	-0.6	-100	3	11	-4	-2.3	13
CC1(C)CCC(=O)N2CC[C@H]3C[C@H](OC(=O)Nc4ccc(Br)cc4)C[C@@H]1[C@H]32	-8.3	3	-11	-1.2	-1	-1	6	1	-1.7	17
CCOC(=O)c1ccc(N[C@@H]2CCN3C(=O)c4ccccc4[C@@H]3C[C@H]2O)cc1	0.2	6	0	2.9	x	10	-9	4	x	x
CC(=O)Nc1ccc(NC(=O)c2c(C)c(-c3ccccc3)nc3ccccc23)cc1	-2.1	9	u	x	0	-5	10	2	-0.8	x
O=C(CCc1ccccc1)Nc1ccc2c(c1)OCCO2	-0.6	4	u	-2.7	-3	2	6	1	0.8	-19
C=CCn1c(SCC(=O)NC2CC2)nnc1C1CC1	-1.8	-10	3	0.1	5	13	2	1	-4.6	8
CCOc1cccc2cc(C(=O)NCc3ccccc3Cl)c(=O)oc12	-4.2	0	-6	-3.3	5	2	4	1	1.6	0
NS(=O)(=O)c1ccc(N=Nc2c[nH]c(=O)c(O)c2)cc1	u	8	-22	3.9	-69	25	-120	-12	-1.1	10
O=C(O)c1ccc(NN=CC2=C(N3CCOCC3)/C(=C/c3ccccc3)CC2)cc1	6.3	23	-7	6.1	x	7	-3	4	x	x
COC(=O)C1=C(c2ccc(F)cc2OCc2ccccc2)C[C@@H]2CC[C@H]1N2C(=O)NCc1ccc(F)cc1	-3.9	-5	5	2.1	-5	7	4	0	-4.8	x
CCCc1nc(SCC(=O)NC2CCCC2)c2ccccc2n1	x	1	1	x	-2	10	5	-7	0.4	16
NC(=O)N/N=C/c1ccccc1OC(=O)c1ccccc1Br	-6.3	6	-2	x	3	-14	-15	5	0.5	-3
Cc1ccc(NC(=O)C2C3C=CC(O3)C2C(=O)O)c(C)c1 (configuration not stated)	-0.3	2	6	-0.4	2	-14	7	15	-0.5	-9
Cc1ccc(S(=O)(=O)NCc2ccccc2)cc1C(=O)N1CCN(c2ccccc2)CC1	-1.8	-2	-2	-0.4	-5	1	0	-1	0.2	x
Cc1ccc(C(=O)NCCC2=CCCCC2)cc1S(=O)(=O)N1CCOCC1	-1.0	3	x	x	-1	-5	-1	-1	-0.2	x
Cc1cc(S(=O)(=O)N2CCCCC2)ccc1OCC(=O)Nc1ccccc1	-0.1	10	-11	0.8	-6	-1	3	4	-2.4	32
Cc1ccc(C(=O)N(Cc2nnc(-c3ccccc3Cl)o2)C2CC2)o1	-0.1	2	-2	1.6	x	15	-4	0	x	x
O=C(OCc1c(F)cccc1Cl)c1cnc(Cl)c(Cl)c1	-1.8	2	2	3.8	4	-11	12	3	-4.2	18
Cc1ccc(N2C(=O)CCC2=O)c(C)c1	-0.8	-3	-1	x	8	-13	3	2	-0.8	x
CC(C)c1ccc(Nc2nnc(SCC(=O)c3nnc(-c4ccccc4)o3)s2)cc1	1.5	11	-22	x	-26	7	3	-2	-0.2	1
CCCCCC1CCC(C(=O)O)CC1 (configuration not stated)	0.1	9	0	0.6	-4	11	4	-1	1.1	8
CCCNC(=O)Cc1c(O)c2ccccc2[nH]c1=O	-2.8	-3	-2	x	-1	-11	-7	17	-1.8	30
COc1ccc(C(C[N+](=O)[O-])C2(c3ccc(OC)c(OC)c3)C(=O)c3ccccc3C2=O)cc1 (configuration not stated)	-1.9	41*	11	-1.1	10	x	-24	-3	-2.0	-8
CCn1cc(C(=O)N2CCc3ccccc32)c(=O)c2cc(S(=O)(=O)N3CCCC3)ccc21	0.3	12	-9	x	9	3	6	1	2.4	-6
COc1ccc(-c2cc(C(F)(F)F)c(C#N)c(SCC(=O)Nc3ccccc3C#N)n2)cc1	x	x	x	x	9	x	-120	x	0.7	34
O=C(c1cc(C2CC2)nc2ccc(Br)cc12)N1N=C(C(F)F)CC1(O)C(F)F (configuration not stated)	-6.1	11	-1	x	-7	12	-7	-2	0.7	0
CNC(=S)/N=C/NOCc1c(Cl)cccc1Cl	-13	0	1	x	10	7	9	-1	-0.4	13
O=C(/C=C/c1cccc([N+](=O)[O-])c1)OC1CCCCC1=O (configuration not stated)	-0.7	4	-6	x	-9	11	0	-2	2.6	13
Cc1noc(C(=O)NCC2CCCO2)c1Cl (configuration not stated)	0.5	2	1	-0.1	-2	5	11	-2	-4.0	-2
COc1ccc(NC(=O)C(F)(F)F)cc1OC	-0.5	-1	-11	-1.6	-1	6	-7	0	-1.5	30

Fetched one by one from above, two records:
SMILES	FadD28 FP inh	GDH-TPI counter	BoNT F protease	Mtb BioA inh	Rv3671c protease	CCHFV vOTU inh	MazEF act	FBA Mtb inh	UGM FP inh	VHR inh abs
COc1ccc(NC(=O)C(F)(F)F)cc1OC	-0.5	-1	-11	-1.6	-1	6	-7	0	-1.5	30
CCCNC(=O)Cc1c(O)c2ccccc2[nH]c1=O	-2.8	-3	-2	x	-1	-11	-7	17	-1.8	30

Following part:
SMILES	FadD28 FP inh	GDH-TPI counter	BoNT F protease	Mtb BioA inh	Rv3671c protease	CCHFV vOTU inh	MazEF act	FBA Mtb inh	UGM FP inh	VHR inh abs
O=c1c2c3c(sc2nc(NCCO)n1CCc1ccccc1)CCCCC3	-4.0	6	1	-0.7	-5	6	6	0	1.3	21
COC(=O)c1cc(C#N)c(Oc2ccccc2OC)nc1C	-0.1	-1	-13	x	-5	11	-2	0	0.2	7
CCOc1ccc(NC(=O)COC(=O)CCS(=O)(=O)c2ccc(C)cc2)cc1	-2.4	2	-3	x	-5	-13	5	-2	0.4	26
CCNC1CCC(Nc2ccnc3cc(Cl)ccc23)CC1 (configuration not stated)	2.1	24	-3	2.7	x	13	8	7	x	x
Cc1ccc(S(=O)(=O)N(CC(=O)N2CCC(C)CC2)Cc2ccccc2F)cc1	-1.0	2	13	0.6	-2	14	1	1	-1.5	-16
CN(CCC1CCOCC1)Cc1cn[nH]c1-c1ccc(-c2ccccc2)cc1	-4.9	13	-10	2.3	5	-2	3	2	-0.8	4
CN1N=C(/C=C/c2ccccc2)CCC1=O	-2.4	12	-4	x	4	13	3	-1	0.0	30

Arranged by formula weight (descending): part of the list above
SMILES	FadD28 FP inh	GDH-TPI counter	BoNT F protease	Mtb BioA inh	Rv3671c protease	CCHFV vOTU inh	MazEF act	FBA Mtb inh	UGM FP inh	VHR inh abs
CN(CCC1CCOCC1)Cc1cn[nH]c1-c1ccc(-c2ccccc2)cc1	-4.9	13	-10	2.3	5	-2	3	2	-0.8	4
CCNC1CCC(Nc2ccnc3cc(Cl)ccc23)CC1 (configuration not stated)	2.1	24	-3	2.7	x	13	8	7	x	x
COC(=O)c1cc(C#N)c(Oc2ccccc2OC)nc1C	-0.1	-1	-13	x	-5	11	-2	0	0.2	7
CN1N=C(/C=C/c2ccccc2)CCC1=O	-2.4	12	-4	x	4	13	3	-1	0.0	30
